CFTR F508del cor: CFTR F508del correction in bronchial cells | CFBE cells, YFP halide quenching; stimulated with forskolin plus potentiator P3; % fluorescence drop versus neutral controls | 350,000 compounds, 0.36% hits | AID 720511 | activity (quench increase), % at 7.58 µM;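 active means mean added fluorescence quench of at least 8% versus neutral control, with both replicates also reaching 8%; inconclusive means only one of the mean or replicate conditions met; inactive means mean below 8% and not both replicates reaching 8%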;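 further: cells transiently co-express mutant CFTR-F508del with the halide-sensitive YFP; corrector assay measuring rescue of mutant channel to the surface after 24 h compound exposure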
ERAP1 inh: inhibitors of human ERAP1 aminopeptidase; Q9NZ08; recombinant ERAP1, Leu-AMC fluorescence, 60 min; inhibition, % at 10.7 µM; 340,000 compounds, 0.15% hits;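 active means mean replicate inhibition of at least 30%, or all replicates individually reaching that 30% level; inactive means mean below 30% and not every replicate reaching it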;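 further: 0% = neutral control wells and 100% = L-leucinethiol positive control wells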
SIRT5 inh: sirtuin-5 (human) deacylase inhibition. Q9NXA8. Purified SirT5, succinyl-peptide AMC, trypsin-coupled fluorescence. inhibition, % at 15 µM. 330,000 compounds, 1.1% hits. AID 652115; in the data active means inhibition above about 15%; inconclusive means no clear call, values can overlap the other calls
Target sequence (Q9NXA8 whole entry, looked up): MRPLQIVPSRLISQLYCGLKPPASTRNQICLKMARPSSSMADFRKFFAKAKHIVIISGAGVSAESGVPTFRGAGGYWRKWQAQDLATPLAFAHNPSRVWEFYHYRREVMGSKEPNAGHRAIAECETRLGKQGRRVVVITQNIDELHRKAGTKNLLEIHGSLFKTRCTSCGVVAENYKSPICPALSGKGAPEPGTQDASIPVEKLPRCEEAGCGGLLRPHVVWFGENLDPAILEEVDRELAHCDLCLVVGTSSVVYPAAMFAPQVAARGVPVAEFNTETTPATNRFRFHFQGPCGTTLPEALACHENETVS
DENV2 CPE rescue: protects cells from dengue virus 2 cytopathic effect. DENV2-infected cells, cytopathic effect rescue, plate reader. CPE inhibition, % at 9.99 µM. 350,000 compounds, 1.7% hits; in the data active means CPE inhibition above about 20%, passing the limit was not always enough; inconclusive means no clear call, values can overlap the other calls; tested in BHK-21 cells;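 further: 0% = median of neutral control wells and 100% = median of positive control wells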
Casp6 inh: caspase-6 (human) enzyme inhibition; P55212; purified caspase-6, Z-VEID-R110 cleavage fluorescence; inhibition, % at 12.5 µM; 350,000 compounds, 0.53% hits;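 active means mean inhibition across replicates at least about 35%, with every replicate also reaching that limit, limit read from the data; inconclusive means only one of the two criteria met; inactive means neither criterion met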;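 further: 0% = median of neutral control wells and 100% = no fluorescence left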
Target sequence (P55212 24-179 limits assumed): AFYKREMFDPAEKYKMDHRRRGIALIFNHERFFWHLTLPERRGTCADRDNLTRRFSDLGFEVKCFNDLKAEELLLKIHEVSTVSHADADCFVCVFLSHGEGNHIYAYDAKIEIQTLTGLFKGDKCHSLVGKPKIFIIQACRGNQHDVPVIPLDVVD
Target sequence (P55212 194-293 limits assumed): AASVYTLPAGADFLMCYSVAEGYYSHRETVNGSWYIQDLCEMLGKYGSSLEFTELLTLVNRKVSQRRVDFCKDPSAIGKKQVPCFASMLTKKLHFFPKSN
miR-122 sensor: inhibitors of miR-122 in Huh7 cells. activation (reporter increase), % at 12.5 µM. Huh7 miR-122 Renilla luciferase sensor, 48 h; neutral wells = 0, positive control = 100. 340,000 compounds, 0.3% hits;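 active means mean replicate activation score at least 90 and every replicate individually at or above 90; inconclusive means only one of the two criteria met; inactive means neither criterion met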;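 further: higher luciferase means less miR-122 activity so hits act as miR-122 inhibitors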
ERp5 block: inhibitors of human ERp5. ERp5 insulin aggregation, absorbance 650 nm, 90 min. inhibition, % at 9.99 µM. 350,000 compounds, 0.05% hits;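 active means mean replicate inhibition above about 25%, with every replicate also reaching it, limit read from the data, passing the limit was not always enough; inconclusive means only one of those two criteria met; inactive means neither criterion met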
Target sequence (Q15084 whole entry, looked up): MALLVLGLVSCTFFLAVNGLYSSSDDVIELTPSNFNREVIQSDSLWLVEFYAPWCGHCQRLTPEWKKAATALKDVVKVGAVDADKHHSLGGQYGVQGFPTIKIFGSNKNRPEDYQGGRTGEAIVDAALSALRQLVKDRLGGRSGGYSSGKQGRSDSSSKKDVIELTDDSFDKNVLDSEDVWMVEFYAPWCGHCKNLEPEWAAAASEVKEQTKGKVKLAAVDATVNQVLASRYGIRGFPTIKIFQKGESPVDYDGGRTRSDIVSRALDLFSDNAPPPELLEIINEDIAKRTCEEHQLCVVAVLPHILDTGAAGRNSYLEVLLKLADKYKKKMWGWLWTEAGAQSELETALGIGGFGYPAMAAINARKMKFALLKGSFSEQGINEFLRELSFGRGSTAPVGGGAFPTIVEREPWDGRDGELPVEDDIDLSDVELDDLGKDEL
Numbers without * were called inactive; ? = inconclusive; / = not tested or not shown; & = joins results of further samples; [ ] = another dose, or the depositor's remark.

#	Molecule	CFTR F508del cor	ERAP1 inh	SIRT5 inh	DENV2 CPE rescue
1	Cn1cccc1C(=O)NCCc1ccccc1	0.8	1.8	-2.9	-0.5
2	CN(C)CC(=O)N1CC2(C1)[C@@H](c1ccccc1)[C@@H](CO)N2C(=O)C1CCCC1	0.7	-1.4	-0.5	2.6
3	CC(C)NC(=O)Nc1cccc(Cl)c1	2.2	/	-2.8	1.7
4	COc1cc(S(=O)(=O)N(Cc2cccnc2)Cc2ccco2)ccc1-n1cnnn1	1.7	7.0	1.3	8.4
5	CNC[C@@H]1Oc2c(NC(=O)C3CCOCC3)cccc2C(=O)N([C@@H](C)CO)C[C@H]1C	-0.3	2.1	2.0	-7.7
6	C=C(CCO)C1=CCN(S(=O)C(C)(C)C)[C@H]1CCO (stereo partly drawn)	-0.2	-4.4	-2.9	-1.5
7	Cc1c(C(=O)N2CCCC2)c(S(=O)(=O)N2CCN(c3ccccc3F)CC2)c(C)n1C	2.4	-2.5	-1.7	3.8
8	O=[N+]([O-])c1cccc(/C=N/NC2CCS(=O)(=O)C2)c1 (stereo not drawn)	-1.6	4.1	0.3	13.6
9	COc1ccc(N(CC(=O)NC2CCCC2)C(=O)CS(=O)CC(=O)Nc2ccc3c(c2)OCO3)cc1 (stereo not drawn)	0.7	7.5	0.9	2.1
10	COCCOC(=O)N1C(=O)[C@@]2(c3cc(C#Cc4ccc(OC)cc4)ccc31)[C@H](C(=O)NC[C@H](O)c1ccccc1)[C@H]1C(=O)O[C@H](c3ccccc3)[C@H](c3ccccc3)N1[C@@H]2c1ccc(O)cc1	0.4	-0.4	-1.1	-6.9
11	Cc1nc2c(C(F)(F)F)cccc2c2c1CCS2	-1.0	-5.0	1.0	15.4
12	Cc1ccc(NC(=O)CSc2ncn[nH]2)cc1	0.2	-3.1	-2.1	17.4
13	CCCNC(=O)N1CC(=O)N2[C@H](CO)[C@@H](c3ccc(-c4ccc(C)cc4)cc3)[C@@H]2C1	1.8	1.3	-9.6	-1.4
14	CCn1cc(/C=C(\NC(=O)c2cc(OC)c(OC)c(OC)c2)C(=O)N2CCOCC2)c2ccccc21	0.4	-2.1	1.4	8.3
15	C[C@@H]1CN([C@@H](C)CO)C(=O)c2ccccc2-c2ccccc2CO[C@H]1CN(C)C(=O)c1ccncc1	-2.7	-4.7	-4.0	-2.9

#	Casp6 inh	miR-122 sensor	ERp5 block
1	1.1	1.5	-0.3
2	-0.8	/	-3.8
3	0.5	-7.7	0.4
4	8.8	0.6	1.3
5	0.6	8.2[16.7 µM]	-5.0
6	-0.7	-7.5	2.3
7	3.1	7.7	-14.2
8	2.2	-4.4	-3.8
9	1.4	2.1	-4.4
10	5.9	/	-1.6
11	-1.0	/	-2.3
12	1.7	/	?
13	0.8	/	5.2
14	0.7	-3.5	-3.2
15	-0.7	/	8.7

From no. 7 up to 15, copied from above:
#	Molecule	CFTR F508del cor	ERAP1 inh	SIRT5 inh	DENV2 CPE rescue
7	Cc1c(C(=O)N2CCCC2)c(S(=O)(=O)N2CCN(c3ccccc3F)CC2)c(C)n1C	2.4	-2.5	-1.7	3.8
8	O=[N+]([O-])c1cccc(/C=N/NC2CCS(=O)(=O)C2)c1 (stereo not drawn)	-1.6	4.1	0.3	13.6
9	COc1ccc(N(CC(=O)NC2CCCC2)C(=O)CS(=O)CC(=O)Nc2ccc3c(c2)OCO3)cc1 (stereo not drawn)	0.7	7.5	0.9	2.1
10	COCCOC(=O)N1C(=O)[C@@]2(c3cc(C#Cc4ccc(OC)cc4)ccc31)[C@H](C(=O)NC[C@H](O)c1ccccc1)[C@H]1C(=O)O[C@H](c3ccccc3)[C@H](c3ccccc3)N1[C@@H]2c1ccc(O)cc1	0.4	-0.4	-1.1	-6.9
11	Cc1nc2c(C(F)(F)F)cccc2c2c1CCS2	-1.0	-5.0	1.0	15.4
12	Cc1ccc(NC(=O)CSc2ncn[nH]2)cc1	0.2	-3.1	-2.1	17.4
13	CCCNC(=O)N1CC(=O)N2[C@H](CO)[C@@H](c3ccc(-c4ccc(C)cc4)cc3)[C@@H]2C1	1.8	1.3	-9.6	-1.4
14	CCn1cc(/C=C(\NC(=O)c2cc(OC)c(OC)c(OC)c2)C(=O)N2CCOCC2)c2ccccc21	0.4	-2.1	1.4	8.3
15	C[C@@H]1CN([C@@H](C)CO)C(=O)c2ccccc2-c2ccccc2CO[C@H]1CN(C)C(=O)c1ccncc1	-2.7	-4.7	-4.0	-2.9

#	Casp6 inh	miR-122 sensor	ERp5 block
7	3.1	7.7	-14.2
8	2.2	-4.4	-3.8
9	1.4	2.1	-4.4
10	5.9	/	-1.6
11	-1.0	/	-2.3
12	1.7	/	?
13	0.8	/	5.2
14	0.7	-3.5	-3.2
15	-0.7	/	8.7

Continued.
#	Molecule	CFTR F508del cor	ERAP1 inh	SIRT5 inh	DENV2 CPE rescue
16	COc1ccc(S(=O)(=O)N(C)C[C@@H]2Oc3ccc(NS(C)(=O)=O)cc3C(=O)N([C@@H](C)CO)C[C@@H]2C)cc1	0.5	2.5	4.4	9.0
17	CCOC(=O)CSc1nc2cc(OCC)ccc2cc1C#N	/	-2.3	21.0*	/
18	Nc1nnc(CC(=O)N/N=C/c2ccc(-c3ccc(Cl)cc3Cl)o2)s1	-3.0	0.8	3.6	4.9
19	CC(C)NC(=O)N(C)C[C@@H]1Oc2c(NC(=O)CCCCCC(=O)Nc3ccccc3N)cccc2C(=O)N([C@@H](C)CO)C[C@@H]1C	3.9	2.9	/	-7.0
20	CC(C)Cn1c2c(c(O)c(C(=O)Nc3nc4ccccc4s3)c1=O)CCCC2	-1.5	3.1	-4.3	-14.1
21	O=C(NC1CCC(CC2CCC(NC(=O)C(Cl)Cl)CC2)CC1)C(Cl)Cl (stereo not drawn)	-6.9	-1.8	0.4	-4.0
22	CC(c1ccc(O)cc1)(c1ccc(O)cc1)c1ccc(CCBr)cc1	-0.5	0.6	-6.2	0.6
23	COc1cccc(-c2noc(CCC(=O)NCCc3ccccc3)n2)c1	1.4	2.6	-4.4	?
24	O=C(NCCc1ccccc1)C1CCC(CNS(=O)(=O)c2ccc(F)cc2)CC1 (stereo not drawn)	1.0	0.4	1.1	9.5
25	COc1cccc(C2CC(c3cccs3)=NN2C(=O)c2ccco2)c1O (stereo not drawn)	0.9	1.6	/	-7.0
26	COc1ccc(CN2CCc3ccccc3C2)c(OC)c1	-1.0	3.5	-4.9	-2.9
27	COc1ccc([C@H]2[C@H](C(C)=O)N3N=Cc4ccccc4C3C23C(=O)OC(C)(C)OC3=O)cc1 (stereo partly drawn)	-0.9	0.9	-0.2	11.9
28	O=C(c1cnn2ccccc12)N(Cc1ccco1)C1CCCC1	-1.8	0.0	-1.3	12.8
29	Cc1c(OC(C)C(=O)NCCN2CCOCC2)ccc2c3c(c(=O)oc12)CCC3 (stereo not drawn)	0.7	1.0	-3.2	-3.0
30	Cc1ccccc1NC(=S)N(CCN(C)C)C(C)c1cccnc1 (stereo not drawn)	-2.6	-2.0	-3.0	-2.6

#	Casp6 inh	miR-122 sensor	ERp5 block
16	1.2	1.8[16.7 µM]	-5.1
17	-2.2	4.3	2.5
18	-1.3	/	3.0
19	-2.1	/	-3.0
20	-1.1	2.9	21.5
21	-1.5	2.1	4.4
22	3.9	-7.7	-6.5
23	6.3	0.6	3.0
24	1.6	-2.7	-1.9
25	1.4	1.1	-0.7
26	-1.3	/	2.0
27	-1.1	/	-2.4
28	-0.6	-8.4	-7.3
29	0.2	-5.6	-4.8
30	/	-4.4	2.6

Carrying on:
#	Molecule	CFTR F508del cor	ERAP1 inh	SIRT5 inh	DENV2 CPE rescue
31	O=C(/C=C/NCC(=O)c1ccccc1)c1ccc(Br)cc1	-1.1	1.7	-0.2	-11.6
32	O=C(CSc1nnnn1-c1cccc2ccccc12)NC(C(=O)O)(c1ccccc1)c1ccccc1	1.0	3.9	6.3	2.6
33	Cc1ccc(NC(=O)Cn2nnc(C(=O)NCc3ccco3)c2N)c(C)c1	-1.1	1.8	0.4	-0.1
34	Fc1cccc(NC(=S)NCCN2CCOCC2)c1	/	-3.3	-2.2	-1.5
35	Cc1ccnc(NC(=O)c2ccc(C(=O)c3ccccc3)cc2)c1	1.7	3.1	1.1	?
36	COc1ccc(N2CCCn3c2nc2c3c(=O)n(Cc3ccc(C)cc3)c(=O)n2C)c(OC)c1	0.8	-0.2	-3.8	-6.3
37	CC1CC(C)(C)N(C(=O)CN2CCN(C)CC2)c2ccccc21 (stereo not drawn)	-2.4	0.5	-2.6	11.7
38	Cc1ccccc1C(=O)Nc1ccc(N2CCCC2)cc1	-1.6	-2.1	-2.0	-5.0
39	CC(=O)NNC(=O)c1[nH]c2ccc(Cl)cc2c1-c1ccccc1	-0.8	-0.9	-1.4	-2.5
40	O=C(NCCc1ccc(Cl)cc1)C1CCCN(c2ncnc3c2nc2n3CCCCC2)C1 (stereo not drawn)	-1.6	-1.1	-4.2	-2.4
41	CN(C(=O)c1ccc(NC(=O)c2ccco2)cc1)c1ccccc1	-4.4	0.3	0.3	-7.1
42	COc1ccccc1CNC(=O)c1ccc(NS(=O)(=O)c2cccs2)cc1	-1.3	0.2	2.2	-5.3
43	NS(=O)(=O)c1cc2c(cc1Cl)NC(c1ccccc1OCC(=O)O)NS2(=O)=O (stereo not drawn)	3.2	4.4	-5.6	-0.2
44	COc1cccc(CNS(=O)(=O)c2c(C(=O)N3CCCCC3)c(C)n(C)c2C)c1	-1.5	-2.6	-0.7	0.3
45	Cc1ccc(N(C(=O)Nc2ccccc2)C2=NCC(C)S2)cc1 (stereo not drawn)	/	-2.9	2.4	/

#	Casp6 inh	miR-122 sensor	ERp5 block
31	0.1	6.2	5.4
32	6.1	/	0.8
33	3.2	-7.3	-1.7
34	-7.1	-2.5	-5.9
35	-70.3	/	-2.0
36	-1.3	-10.0	-1.7
37	-1.9	-3.2	0.5
38	0.3	/	-1.0
39	3.7	/	4.3
40	-0.6	10.8	-0.3
41	-0.9	-2.2	0.8
42	0.1	1.4	-0.6
43	-2.4	1.1	3.4
44	-1.7	0.4	2.0
45	-1.1	-1.2	1.5

Next section.
#	Molecule	CFTR F508del cor	ERAP1 inh	SIRT5 inh	DENV2 CPE rescue
46	C#CCNC(=O)C1=C[C@H](C2CC2)C[C@H](OCCCCO)O1	3.4&-4.0	1.7&3.8	-5.7&5.9	?
47	Cc1ccccc1COc1ccc(-c2nnn(CC(=O)O)n2)cc1	1.5	8.4	-1.5	-3.9
48	COc1ccc(COCC23N=C4SCCCN4[C@H](c4ccccc4O2)[C@H]3CO)cc1	-1.1	-1.6	-2.1	-2.3
49	COc1cccc(NC(=O)N[C@@H]2C=C[C@@H](CC(=O)NCc3ccncn3)O[C@H]2CO)c1	-1.3	-0.6	1.0	2.1
50	C[C@@H]1CN([C@H](C)CO)C(=O)c2cccc(NC(=O)Nc3ccc4c(c3)OCO4)c2O[C@H]1CN(C)C(=O)Nc1ccc(F)cc1	-1.0	/	/	-16.1
51	CC(C)NC(=O)C1CCN(C2CCN(C(=O)/C=C/c3cccs3)CC2)CC1	-5.2	/	3.9	1.3
52	C[C@H](CO)N1C[C@H](C)[C@@H](CN(C)Cc2ccc(Cl)c(Cl)c2)OCCCC[C@H](C)Oc2ccc(NS(=O)(=O)c3cn(C)cn3)cc2C1=O	2.2	-1.4	6.8	-4.5
53	COc1cccc(CC(=O)N2CCN(C(=O)C(=O)c3ccc(OC)c(OC)c3)CC2)c1	-0.8	3.2	/	-3.4

#	Casp6 inh	miR-122 sensor	ERp5 block
46	-0.1&1.7	-3.0	5.3&0.2
47	28.3	-4.9	2.7
48	-3.7	/	-3.9
49	-0.1	5.3[16.7 µM]	-0.5
50	/	-3.6[16.7 µM]	/
51	4.0	/	5.7
52	-0.9	3.9[16.7 µM]	5.6
53	-0.4	/	-12.9
